# Compound activity (PubChem BioAssay)
# human PMI inhibitors: human PMI inhibitors, high substrate, primary screen, biochemical, fluorescence intensity, high mannose 6-phosphate (AID 1220) | recombinant PMI enzyme, coupled fluorescence intensity; higher % means a stronger effect | one-dose inhibition, % at 20 µM; IC50 in µM for titrated hits | actives 0.66% (n = 190,000)
# CSM14.1 death rescue: protection against thapsigargin-triggered cell killing – 384-well, CSM14.1, ATP luminescence, primary screen (AID 1222); CSM14.1 thapsigargin-induced death rescue, ATP luminescence; higher % means a stronger effect; cellular ATP content (survival), % at 20 µM, or EC50 in µM where a hit was titrated; 190,000 tested, under 10 active;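 active means EC50 below 50 µM in the dose-response confirmation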;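 further: death triggered by thapsigargin at about 15 µM added after 2 h compound pretreatment; cell ATP read after overnight thapsigargin exposure of roughly 18 to 22 hours; normalized against plate controls of thapsigargin alone and 5% DMSO vehicle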
# RSV CPE inhibition: RSV antiviral activity via CPE protection, HEp-2 cells, primary 10 µM value included (AID 2391). HEp-2 cells, RSV-induced CPE inhibition; higher % means a stronger effect. CPE inhibition, % at 10 µM, or IC50 in µM where a hit was titrated. actives 0.13% (n = 310,000); in the data active means a potency from the dose series; inconclusive means CPE inhibition mostly from about 23% at the one dose, without a potency; inactive means the rest, 99 in 100 with CPE inhibition below about 21%; further: strong numbers were not always called active
# Salmonella PhoP GFP: inhibitors of PhoP regulon expression, primary screen, Salmonella Typhimurium, GFP reporter (AID 1863); S. Typhimurium PhoP-regulated promoter GFP reporter, 4 h; higher % means a stronger effect; actives 0.16% (n = 300,000); inhibition, % at 50 µM; hits with a dose series show IC50 in µM;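 active means inhibition over 29.93%, a cutoff 3 SD above the screen mean, later confirmed by dose response; inconclusive means inhibition over 29.93% but no dose response follow-up; inactive means inhibition at most 29.93% or unconfirmed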;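 further: 0% = low Mg2+ inducing control and 100% = high Mg2+ repressing control; strong numbers were not always called active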
# Insulin prom up: MIN6 insulin promoter up-regulation. actives 0.3% (n = 190,000). MIN6 insulin promoter-GFP reporter, high-content imaging; active compounds read high. z-score at 5 µM;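 active means z-score above 3 at 5 µM with at least 500 cells counted in the well; inconclusive means wells under 500 cells, flagged as cytotoxic or low count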
# human PMI inhibition: inhibitors of human PMI, primary screen, biochemical, fluorescence intensity, coupled assay (AID 1209). actives 0.42% (n = 190,000). one-dose inhibition, % at 20 µM; IC50 in µM for titrated hits. purified PMI enzyme, coupled fluorescence intensity; higher % means a stronger effect;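 further: plate controls were DMSO vehicle for no effect and wells lacking substrate for full effect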
# Large T inhibition: TAg ATPase/helicase activity blockers – biochemical (AID 1903) | inhibition, % at 20 µM, or IC50 in µM where a hit was titrated | SV40 large T antigen ATPase/helicase inhibition assay; higher % means a stronger effect | actives 0.39% (n = 310,000); in the data active means a potency from the dose series; inconclusive means inhibition mostly from about 32% at the one dose, without a potency; inactive means the rest, 99 in 100 with inhibition below about 32%; further: strong numbers were not always called active
# TNAP activation fold: human TNAP enzyme activators, primary screen, biochemical, luminescent, no phosphate acceptor, uHTS (AID 1001); purified TNAP, luminescent activation assay, no phosphate acceptor; higher activation fold means a stronger effect; activation fold at 20 µM, or EC50 in µM where a hit was titrated; actives 0.03% (n = 200,000); in the data active means activation fold from about 3, or a potency from the dose series; inactive means the rest, 99 in 100 with activation fold below about 1.6; further: many of its hits are not listed in these tables
# West Nile antiviral: West Nile virus antiviral activity, cell-based, CPE readout (AID 1621) | actives 0.02% (n = 290,000) | CPE inhibition, % at 10 µM; hits with a dose series show IC50 in µM | West Nile virus-infected cells, CPE inhibition; higher % means a stronger effect; in the data active means a potency from the dose series; inconclusive means CPE inhibition mostly from about 3.7% at the one dose, without a potency; inactive means the rest, 99 in 100 with CPE inhibition below about 2.2%; further: strong numbers were not always called active
# Insulin prom up cell count: second read-out of Insulin prom up, no call of its own (marks repeat the call); cell count; measured here: cytotoxicity, nuclei count;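 total cells summed across four imaged fields per well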
# * marks the source's active call; other numbers are inactive results; u = inconclusive; x = not tested or not shown. Unless noted, no stated cut-off is given here; in the data, active means inhibition above about 50%; inactive means the rest. An unsorted share of the library; overall some 1.5% were active at least once.
SMILES,human PMI inhibitors,CSM14.1 death rescue,RSV CPE inhibition,Salmonella PhoP GFP,Insulin prom up,Insulin prom up cell count,human PMI inhibition,Large T inhibition,TNAP activation fold,West Nile antiviral
O=C(CCn1nc(-c2ccccc2)ccc1=O)N1CCN(c2ccccc2)CC1,x,x,1.6%,-7.0%,x,x,x,-2.1%,x,-0.5%
Cc1ccc(C(N)=Nc2ccccc2)cc1,x,x,1.3%,-4.4%,0.58,1574,x,4.6%,x,1.3%
CCCOC(=O)C1=C(C)NC2=C(C(=O)C(C(=O)OC)C(C)C2)C1c1ccc(N(CC)CC)cc1 (stereo not given),31.8%,0.7%,1.9%,-0.7%,-1.65,659,20.1%,-3.6%,1,-0.5%
Fc1ccc(Cn2nnnc2C(c2ccc(Cl)cc2)N2CCSCC2)cc1 (stereo not given),8.6%,-1.7%,12.4%,-2.5%,-0.17,2091,11.9%,6.7%,1.1,-0.2%
CN(C)C(=O)/C(C#N)=C\c1cc(Br)c(Sc2ccc(Cl)cc2)o1,4.4%,-3.8%,0.0%,2.3%,0.03,1306,1.4%,8.6%,1,-0.8%
COc1ccc(OCCSCc2nnc(NC(=O)Nc3ccc(Cl)cc3)s2)cc1,-8.6%,-1.0%,0.2%,2.6%,-0.09,1274,-8.8%,4.6%,1.2,-1.2%
Cc1ccc(C(=O)NS(=O)(=O)c2ccc(N=NN(C)C)cc2)cc1,-97.5%,0.4%,-0.3%,-2.1%,1.4,1370,-61.3%,8.5%,1,0.5%
Cc1cc(NCc2ccccn2)ccc1Br,8.4%,-1.8%,14.8%,-1.9%,-0.19,1703,9.8%,-0.1%,1.1,0.2%
Cc1ccc(-c2cnc(NC(=O)c3cccc(Br)c3)s2)c(C)c1,-4.4%,-1.0%,15.0%,-4.1%,-0.01,1549,-5.4%,-1.9%,1.1,-1.0%
O=c1[nH]nc(Cc2ccc([N+](=O)[O-])cc2)c2ccccc12,x,x,2.2%,0.8%,x,x,x,3.2%,x,-1.0%
COc1ccc(NC(=O)/C(C#N)=C\c2ccc(Br)o2)cc1,x,x,3.9%,-3.3%,2.82,951,x,10.0%,x,0.0%
COc1ccc(-n2c(CCC(=O)O)ccc2-c2ccccc2)cc1,8.1%,0.3%,2.6%,9.6%,0.86,1374,-0.2%,10.4%,1.1,0.3%
C=CCNC(=O)C1CC2Cn3c(nc4cc(C)c(C)cc43)C2N1C (stereo not given),x,x,0.8%,-5.8%,-0.68,1092,x,3.7%,x,-0.1%
COCCOC(=O)C1=C(C)NC(=O)CC1c1cc2c(cc1Br)OCO2 (stereo not given),7.5%,x,0.2%,10.6%,-0.39,1177,12.0%,-2.6%,1.1,-0.5%
CC1=Nn2c(nnc2-c2cc(C)[nH]n2)SC1,-3.2%,-0.5%,0.8%,0.7%,1.29,1388,-1.9%,2.3%,1,0.2%
CN(C)S(=O)(=O)c1ccc(C(=O)Nc2nc(-c3cccs3)cs2)cc1,-7.7%,0.6%,2.3%,-6.8%,-1.06,885,-4.9%,7.4%,1,0.3%
O=C(CCCOc1ccccc1)N1CCCCC1,-8.2%,-2.0%,1.8%,-6.4%,-0.5,996,-1.4%,12.3%,1,0.1%
CC1(C)Oc2ccc3ccc(=O)oc3c2/C(=C/Nc2ccccc2)C1=O,-17.5%,-1.4%,2.0%,-18.2%,-0.73,1063,-5.2%,3.7%,1,0.5%
Cc1ccccc1NN1C(=O)C=CC1=O,3.5%,-1.1%,1.0%,-13.8%,0.44,1827,4.4%,5.2%,1,0.4%
O=C1CCC(=O)N1c1ccc(NCCc2ccccc2F)c([N+](=O)[O-])c1,-4.0%,0.4%,0.6%,1.4%,-0.2,1248,0.4%,7.4%,0.9,0.7%
COc1ccc(CN(C)CC2CCCN(CCc3ccccc3C)C2)cc1O (stereo not given),x,x,-1.0%,-1.0%,x,x,x,5.5%,x,-0.7%
Cc1cc(C)cc(OCc2nnc(SCC(=O)N3CCCCC3)o2)c1,x,x,0.7%,0.5%,x,x,x,5.5%,x,-0.7%
O=C(OCc1cn(-c2ccc(Cl)c(Cl)c2)nn1)c1ccccc1Cl,3.7%,-0.8%,5.6%,0.4%,0.66,1511,3.8%,7.7%,1.1,0.0%
CCOc1ccc(C(=O)CSc2nnc(C3CC3)n2C)cc1,-3.7%,-1.6%,1.5%,6.9%,x,x,-1.6%,10.3%,1,x
COC(=O)C1=C(C)N=C2SC(C#N)=C(N)N2C1c1cc(OC)c(OC)c(OC)c1 (stereo not given),-5.0%,-1.1%,-0.6%,-4.1%,-0.18,1629,0.2%,8.3%,1.2,-0.1%
Cc1nnc(NC(=O)CSc2nnc(Cc3ccccc3)n2Cc2ccccc2)s1,-6.3%,0.4%,2.0%,-4.5%,0.54,1879,-2.3%,13.4%,1.1,0.4%
O=C(COc1ncnc2ccccc12)N1CCN(S(=O)(=O)c2ccc(Cl)cc2)CC1,9.9%,x,1.8%,4.5%,-0.02,1157,9.3%,11.0%,1,-0.4%
CCCC(C)NC(=O)COC(=O)c1cc(Br)c(Br)s1 (stereo not given),-10.3%,-0.9%,0.1%,-10.7%,x,x,-9.5%,3.3%,1.1,0.1%
CC(C)(C)NC(=O)NC(=O)CN1CCN(c2cccc(Cl)c2)CC1,x,x,0.3%,-3.9%,-0.07,973,x,11.1%,x,0.5%
CCCC(=O)Nc1ccc(NC(=O)c2ccccc2OC)cn1,-4.6%,-2.0%,-0.3%,-1.5%,0.41,1159,-7.4%,16.6%,1.1,0.0%
O=C(Nc1ccc2c(c1)OCCO2)c1cnccn1,-0.3%,-1.9%,-0.3%,11.3%,-0.06,892,7.6%,14.6%,1.1,0.2%
CCc1cc2cc(C)cc(C)c2nc1SCC(=O)NNC(=O)c1ccco1,7.5%,-0.7%,3.6%,-4.3%,0.76,1159,18.3%,1.7%,1.9,0.4%
CC(C)(C)c1cc(Cl)ccc1OCCn1ccnc1,x,x,-1.0%,11.7%,x,x,x,-1.0%,x,-1.8%
CCCCCC1C/C(=N\O)C=C(C)C1C(=O)OC (stereo not given),x,x,x,0.2%,-0.06,1023,x,22.1%,x,0.1%
CC(C)SC1=NC(C)(C)C=C(/C=C/c2ccc(Cl)cc2Cl)N1,3.4%,-0.6%,u,-4.3%,3.58*,848*,5.6%,9.7%,1.1,u
COC(=O)CCn1nnc(-c2ccc(C)cc2)n1,18.9%,-3.2%,-1.0%,-11.2%,0.34,1850,15.7%,22.0%,1.3,0.2%
CCOC(=O)CNC(=O)COc1coc(CN2CCN(c3ccc(F)cc3)CC2)cc1=O,x,x,0.9%,2.5%,x,x,x,6.0%,x,0.0%
COc1cc(NC(=O)CN2C(=O)NC(C)(c3ccc(OC(F)F)cc3)C2=O)cc(OC)c1OC (stereo not given),x,x,0.8%,-4.1%,x,x,x,4.5%,x,0.3%
O=C(CCC(=O)OCC(=O)c1ccccc1)Nc1cccc2cccnc12,0.1%,-3.1%,-0.6%,2.1%,-0.41,1543,-2.3%,5.4%,1.1,-0.4%
O=C1NC(=Nc2ccccc2)S/C1=C\c1cccs1,x,x,4.7%,-10.2%,x,x,x,5.1%,x,0.7%
OCCN=c1cc(-c2ccccc2)oc2ccc(Cl)cc12,-7.1%,-2.4%,8.1%,-15.4%,0.08,1575,-7.4%,2.4%,1,-0.1%
COc1ccc(-c2sc(Nc3ccc(F)c(F)c3F)nc2CCC(=O)NN)cc1,x,x,5.3%,7.9%,x,x,x,-1.9%,x,0.7%
CCOc1cc(/C=N/NC(=O)c2cccc([N+](=O)[O-])c2)ccc1OS(=O)(=O)c1ccccc1,-0.3%,1.2%,1.0%,9.7%,1.1,1583,4.1%,11.1%,1,0.3%
Cc1nn(CC(=O)Nc2ccccn2)c(C)c1Br,-13.0%,-1.1%,1.6%,-8.5%,-0.37,1196,-13.3%,4.0%,0.9,0.4%
O=C(NCc1ccccc1)C1CCCN(C(=O)Nc2ccccc2)C1 (stereo not given),7.2%,0.7%,-1.1%,10.7%,-0.17,791,15.3%,8.8%,1.1,-0.1%
COC(=O)c1ccc(N2CCN(C)CC2)c(NC(=O)c2cc3ccccc3o2)c1,7.7%,1.9%,-0.7%,-5.8%,x,x,8.8%,10.3%,1.1,-0.3%
COc1cc(OC)c(NS(=O)(=O)c2ccc(Cl)c(C(=O)OC(C)C(=O)N3CCCC3)c2)cc1Cl (stereo not given),4.2%,-0.8%,6.5%,5.6%,-0.93,1214,15.8%,0.3%,1.1,-1.0%
CCOC(=O)c1c(C)n(C)c2cc(OCCN(CC)CC)ccc12,10.0%,0.3%,-0.6%,-0.6%,-0.12,1216,10.9%,2.6%,1,-0.3%
OC(COc1c(Br)cc(Br)cc1Br)CN1CCOCC1 (stereo not given),3.3%,2.7%,x,3.5%,-0.08,1028,1.7%,18.8%,1.1,0.1%
O=C(Cc1ccc(Cl)cc1Cl)Nc1ccncc1,x,x,0.6%,9.3%,x,x,x,8.9%,x,-1.1%
# Going on with the list:
SMILES,human PMI inhibitors,CSM14.1 death rescue,RSV CPE inhibition,Salmonella PhoP GFP,Insulin prom up,Insulin prom up cell count,human PMI inhibition,Large T inhibition,TNAP activation fold,West Nile antiviral
O=C(CN1C(=O)COc2ccccc21)NCCCN1CCOCC1,x,x,-0.6%,6.0%,x,x,x,-0.7%,x,0.5%
CC1CCCCC1Nc1nc2ccc(Cl)cc2n2cnnc12 (stereo not given),x,x,8.8%,1.9%,x,x,x,9.8%,x,-1.1%
O=c1c2oc3ccccc3c2ncn1Cc1cccc(Cl)c1,-6.7%,-0.9%,-0.7%,6.6%,-0.89,1094,-10.7%,18.3%,1.1,-0.3%
O=C(Nn1c(-c2ccc(F)cc2)nc2ccccc2c1=O)c1cccnc1,-8.0%,-0.9%,-1.9%,2.5%,-0.38,1148,-1.9%,23.9%,1.1,0.0%
COc1ccc(S(=O)(=O)NCCCn2ccnc2)cc1Cl,x,x,-0.2%,-1.0%,x,x,x,8.3%,x,-1.1%
O=C(Cc1ccc(Cl)cc1)c1c[nH]c(C(=O)NCCCN2CCOCC2)c1,-12.7%,x,-2.3%,2.3%,-0.82,1058,-10.1%,11.7%,1.1,-0.8%
Cc1ccc(Cl)cc1N1CCN(C(=O)c2ccc(CN3CCOCC3)cc2)CC1,-2.2%,-5.2%,2.0%,-0.5%,-0.45,1103,-0.7%,2.7%,1.1,-1.1%
CCOC(=O)N1CCN(Cc2nc3cc(NC(=O)CC(C)C)ccc3n2CC)CC1,x,x,6.0%,-1.1%,x,x,x,14.1%,x,0.2%
COc1ccc(CC2(CO)CCN(Cc3cnn(C)c3C)CC2)cc1,6.2%,2.1%,-1.9%,-7.4%,0.07,1449,7.6%,-0.7%,1.1,-0.5%
CSc1cccc(CNC(=O)C2CCC(=O)N(CC3CCCCC3)C2)c1 (stereo not given),x,x,1.2%,6.5%,x,x,x,4.5%,x,-1.2%
CCCCCCCc1nc2sc3c(c2c(=O)n1N)CC(C)(C)OC3,x,x,8.0%,-4.1%,-0.22,848,x,25.5%,x,0.7%
